CCR6 antagonist: CCR6 receptor antagonists, primary screen, cell-based, CHO-K1, luminescence, beta-arrestin, uHTS; C-C chemokine receptor type 6 (Homo sapiens), P51684; CHO-K1 CCR6 PathHunter beta-arrestin, CCL20-stimulated; inhibition, % at 20 µM; actives 0.49% (n = 340,000);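 active = compounds whose inhibition of the agonist-driven luminescence signal at 20 µM reaches about 50%, limit read from the data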;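 note: cells stimulated with CCL20 at 14 nM final; plate controls were DMSO with CCL20 for no effect and DMSO without agonist for full effect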
Target sequence (P51684 whole entry, looked up): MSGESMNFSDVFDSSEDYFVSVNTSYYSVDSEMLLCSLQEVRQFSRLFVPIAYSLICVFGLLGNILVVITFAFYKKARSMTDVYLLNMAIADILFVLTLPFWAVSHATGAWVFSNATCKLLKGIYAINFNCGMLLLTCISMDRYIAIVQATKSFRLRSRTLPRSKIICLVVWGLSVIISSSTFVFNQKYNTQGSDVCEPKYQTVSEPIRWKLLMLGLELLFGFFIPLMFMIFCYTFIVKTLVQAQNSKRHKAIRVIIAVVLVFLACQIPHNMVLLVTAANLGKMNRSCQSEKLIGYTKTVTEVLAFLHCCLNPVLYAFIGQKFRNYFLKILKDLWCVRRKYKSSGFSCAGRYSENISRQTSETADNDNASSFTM
UBC13 inh: UBC13 polyubiquitin chain formation inhibitors, primary screen, biochemical, TR-FRET, uHTS. Ubiquitin-conjugating enzyme E2 N (Homo sapiens), P61088. inhibition, % at 20 µM. actives 0.47% (n = 330,000). AID 485273, 2010; in the data active = inhibition above about 45%, passing the limit was not always enough
Target sequence (P61088 whole entry, looked up): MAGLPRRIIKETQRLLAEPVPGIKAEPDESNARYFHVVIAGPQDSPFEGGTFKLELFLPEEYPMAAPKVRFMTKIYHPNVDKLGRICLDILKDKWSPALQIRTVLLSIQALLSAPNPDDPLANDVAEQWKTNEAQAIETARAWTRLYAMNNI
EBI2 antag: EBI2 receptor antagonists, beta-arrestin recruitment, primary screen, cell-based, luminescence, 7a,25-OHC stimulation, uHTS | AID 651636, 2012 | inhibition, % at 5 µM | 7a,25-OHC stimulated | G-protein coupled receptor 183 (Homo sapiens), P32249 | actives 0.81% (n = 360,000); in the data active = inhibition above about 38%;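 note: enzyme fragment complementation signal reports receptor beta-arrestin coupling in cells; 0% = agonist plus DMSO wells and 100% = wells without agonist; some results beyond the cut were filed as inactive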
APJ agonist: agonists of human apelin receptor APJ, primary screen, CHO-K1 cells, PathHunter beta-arrestin, luminescence. 0% DMSO wells, 100% apelin. activation, % at 20 µM. actives 0.11% (n = 330,000);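 active = activation more than six SD over the plate average, tested at 20 µM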;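 note: 0% = DMSO alone and 100% = apelin-13 at 10 nM; some results filed as inactive read as strong as hits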
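assay system = CHO-K1 APJ beta-arrestin complementation cell line | input = cell density 1000 per well | dosing = compound 20 µM once, DMSO 1% | timing = compound 90 min 25 °C, reagent 1 h | measured by = luminescence from split beta-galactosidase complementation, Galacton Star/Emerald II substrate | read-out basis = APJ agonist activity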
Gli-Sufu block: Gli-Sufu pathway antagonists, primary screen, luciferase luminescence, Sufu-KO-LIGHT cells, uHTS | Sufu-KO-LIGHT fibroblasts, Gli luciferase reporter luminescence | inhibition, % at 5 µM | actives 0.74% (n = 340,000) | AID 588413, 2011;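 active = inhibition above about 55%, limit read from the data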;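 note: 0% = DMSO-treated cells and 100% = wells with medium but no cells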
CXCR6 inh: CXCR6 receptor inhibitors, primary screen, cell-based, beta-arrestin, luminescence, CHO-K1 PathHunter, 1536-well. C-X-C chemokine receptor type 6 (Homo sapiens), O00574. AID 602244, 2012. actives 0.36% (n = 360,000). inhibition, % at 20 µM; in the data active = inhibition above about 34%, passing the limit was not always enough;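 note: antagonist mode with CXCL16 agonist at 10 nM final; 0% = 10 nM CXCL16 with DMSO and 100% = unstimulated wells without agonist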
Target sequence (O00574 whole entry, looked up): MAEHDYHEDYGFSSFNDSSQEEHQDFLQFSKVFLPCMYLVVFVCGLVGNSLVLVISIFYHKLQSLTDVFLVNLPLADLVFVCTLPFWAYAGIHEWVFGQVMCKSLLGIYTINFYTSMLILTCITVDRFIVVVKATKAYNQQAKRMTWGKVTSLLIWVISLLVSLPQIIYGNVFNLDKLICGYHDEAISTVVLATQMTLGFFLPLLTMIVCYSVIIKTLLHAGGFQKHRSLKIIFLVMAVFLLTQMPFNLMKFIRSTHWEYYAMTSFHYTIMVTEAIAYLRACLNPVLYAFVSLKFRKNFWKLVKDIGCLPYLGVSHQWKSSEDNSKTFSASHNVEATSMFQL
ATG4B inhibitor: ATG4B protease inhibitors, primary screen, biochemical, fluorescence, uHTS | Cysteine protease ATG4B (Homo sapiens), Q9Y4P1 | inhibition, % at 8.33 µM | ATG4B cleavage of LC3-PLA2, NBD-HPC fluorescence, 1 h | actives 0.51% (n = 340,000); in the data active = inhibition above about 40%
APJ antag: antagonists of human apelin receptor APJ, primary screen, CHO-K1 cells, beta-arrestin complementation, luminescence. AID 2521, 2010. actives 0.32% (n = 330,000). inhibition, % at 20 µM;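 active = inhibition above about 40% at 20 µM, limit read from the data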;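 note: cells challenged with 10 nM apelin-13 agonist together with compound; plate controls were apelin-13 plus DMSO wells for no effect and DMSO wells lacking apelin-13 for full effect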
Active calls of the source: *; nt = no result given; & = joins results of further samples. An unsorted share of the library, and some 3% of all compounds hit somewhere here.

SMILES	CCR6 antagonist	UBC13 inh	EBI2 antag	APJ agonist	Gli-Sufu block	CXCR6 inh	ATG4B inhibitor	APJ antag
CCOCCCN1CC(C(=O)NCc2ccc3c(c2)OCO3)CC1=O (centres undefined)	-16	-10	-8	0	-4	-3	-12	11
Cc1cccc(NC(=O)c2cc3n(n2)C(C(F)(F)F)CC(c2ccc4c(c2)OCO4)N3)c1 (centres undefined)	-9	16	3	2	-1	4	19	-5
CC1CCN(c2ccc(C(=O)NCc3cccs3)cn2)CC1	13	4	6	-4	-14	-3	-4	13
CCn1cc(S(=O)(=O)N2CCN(Cc3cccc(Cl)c3)CC2)cn1	11	0	-2	-3	9	-2	-9	-3
Clc1nccc(N2CCN(c3ccccc3Cl)CC2)n1	23	5	8	-6	27	2	-5	6
O=C(c1cccc(F)c1F)N1CCCc2ccccc21	8	-5	5	-3	-14	-4	-5	-11
COC(=O)c1ccccc1-c1c2ccc(=N)cc-2oc2cc(N)ccc12	67*	nt	21	-9	40	45*	nt	49*
N=c1n(CCN2CCOCC2)c2ccccc2n1CC(=O)c1cccc([N+](=O)[O-])c1	16	0	15	0	-5	7	-9	-17
Cc1noc(C)c1S(=O)(=O)Nc1ccc(O)c2c(=O)cc(-c3ccccc3Cl)oc12	14	-4	1	7	-6	-1	17	16
COc1ccc(CCNC(=O)CSc2nc(=O)[nH]c3c2CCC3)cc1OC	-5	0	-11	-2	3	12	-5	-8
Cc1ccc(C)c(Nc2ncnc(N)c2[N+](=O)[O-])c1	-7	1	-7	-3	-4	14	-1	12
CC(=O)N1CCCC(N2CCN(c3cccc(C(F)(F)F)c3)CC2)C1 (centres undefined)	15	-10	-10	0	2	2	-7	12
CCc1noc(C)c1C(=O)NNC(=O)c1cc(OC)cc(OC)c1	3	7	0	-1	4	-6	-2	-3
CN(CCNC(=O)c1ccc(N2CCCC2=O)cc1)CCc1ccccc1	16	-1	-7	-5	33	6	-19	-3
COc1ccc(CCNC(=O)CN2C(=O)C3(OCCCO3)c3ccccc32)cc1OC	-24	14	5	-1	1	-5	0	23
COc1ccc(N=C(c2ccccc2)c2c(C)[nH]n(-c3ccccc3)c2=O)c(OC)c1	22	0	37	-5	-4	2	-4	20
Cc1cc(C)nc(N2CCC(C(=O)N3CCN(c4cc(Cl)ccc4C)CC3)CC2)n1	5	11	18	2	6	-8	6	-11
COC(=O)c1sccc1NC(=O)CC1C(=O)NCCN1C(=O)Nc1ccc(OCc2ccccc2)cc1 (centres undefined)	9	4	3	-1	1	-4	-18	7
CN(C)S(=O)(=O)c1ccc(N2CCCC2)c(C(=O)NC(c2ccccc2)c2ccccc2)c1	24	14	25	-5	7	12	1	14
COc1cc(OC)cc(C(=O)NC(=S)Nc2nc(-c3cc4ccccc4o3)cs2)c1	19	-10	10	-1	-9	8	-10	17
N#CC1=C(N)OC(c2ccccc2)=C(C#N)C1c1ccc2c(c1)OCO2 (centres undefined)	29	0	-3	-5	-1	2	-15	2
Cc1ccc(NC(=O)CNC(=O)c2ccc(C)s2)nc1	1	4	-5	2	-8	4	-10	15
Cc1cc(C)c2nc(-c3cccc(Cl)c3)c(C)c(C(=O)N3CCOCC3)c2c1	16	3	-7	0	4	-4	4	9
COc1ccc(OCCC(=O)OCC(=O)NCCc2ccccc2)cc1	4	3	-11	0	2	0	-2	-9
O=C(NC1CCCCC1)C12CC3CC(C1)CC(n1cncn1)(C3)C2	20	-2	0	3	-1	4	-2	-31
COc1ccc(NC2CCCN(C(=O)c3csc(C(C)C)n3)C2)cc1 (centres undefined)	4	1	8	-2	2	2	3	1
NC(=O)C1=C[C@H](c2ccc(Br)cc2)C[C@H](OCc2ccc(CO)cc2)O1	10	0	11	-3	14	-3	-11	-55
O=C(NCCCNC(=O)c1ccc(Cl)cc1Cl)c1cnccn1	7	3	-9	1	-9	0	-4	3
COc1ccc(CC(C(=O)Nc2cc(C)ccc2C)/C(N)=N/O)cc1 (centres undefined)	6	-7	3	1	6	-12	0	-17
Cc1ccc(-c2c[n+](CC(=O)Nc3cc(=O)n(C)c(=O)n3C)c3n2CCC3)cc1	1	6	-6	-3	-2	-8	-4	-8
O=C(Cc1c(F)cccc1Cl)Nc1ccccc1C(=O)N1CCCCC1	6	-4	-5	6	-5	0	-3	13
CN(/N=C/c1ccc(Br)o1)C1=NS(=O)(=O)c2ccccc21	-1	17	-7	-2	12	5	-5	-1
O=C(c1ccco1)N1CCN(c2c(-c3ccccc3)c3cc(Cl)ccc3[nH]c2=O)CC1	-1	12	22	-4	11	4	0	9
COCc1cc(CN2CCCC(C(=O)c3cccc(C(F)(F)F)c3)C2)ccc1OC (centres undefined)	15	8	15	-2	25	-6	16	-1
COc1ccc(C(=O)COC(=O)c2ccc(-n3cnnn3)cc2)c(OC)c1	2	-2	5	11	-13	-6	-10	-18
CCCCC(=O)Nc1nnc(SCC(=O)Nc2ccc(OC)cc2)s1	17	-3	0	7	-1	15	3	10
N#C/C(C(N)=O)=C1/SC(Cc2ccc(F)cc2)C(=O)N1c1ccccc1 (centres undefined)	8	-3	-13	1	-17	-4	-1	-21
COc1ccccc1N1CCN(C(=O)C2CCN(S(=O)(=O)N3CCOCC3)CC2)CC1	1	nt	-17	nt	7	3	-2	nt
O=C(COc1ccccc1)NCCSCc1ccccc1Cl	11	4	-5	-4	-16	5	-9	-3
CCOc1cccc(CN2CCCC(N3CCc4ccccc4C3)C2)c1O (centres undefined)	4	11	6	-4	34	-2	1	0
Cc1ccc(C2=NCCn3c2c2ccccc2[n+]3[O-])cc1	-1	6	-10	-1	-3	-4	-4	16
CC(=O)Nc1ccc(S(=O)(=O)NNC(=O)COc2cccc3ccccc23)cc1	-6	4	2	2	-2	2	-3	-9
CC(=O)N/C(=C/c1ccc2c(c1)OCO2)C(=O)Nc1ccccc1	8	0	-11	-1	14	-6	-4	11
Cc1ccc2c(c1)C(O)(CC(=O)c1ccc(C)s1)C(=O)N2 (centres undefined)	9	-4	-17	0	3	-2	-6	7
COc1ccc(C2=NS(=O)(=O)N(C)C(C(=O)NCc3ccc(F)cc3)=C2)cc1OC	4	0	13	-3	6	10	-14	10
FC(F)(F)c1ccccc1/C=N/n1c(C2CCCCC2)n[nH]c1=S	15	-6	-13	-1	-10	7	27	7
CCOc1ccc2nc(SCc3ccc(CC(=O)O)cc3)c(C#N)cc2c1	-9	-4	0	0	-3	-11	3	4
Cc1ccc(C)c(C(=O)NCCN(C)C)c1	-4	-1	-1	-3	7	0	-17	-16
Cc1ccc(S(=O)(=O)Cn2nnnc2C(c2ccccc2)N2CCN(c3ncccn3)CC2)cc1 (centres undefined)	1	-2	11	-7	10	7	-14	4
COc1ccccc1N(Cc1cc2ccc(C)cc2[nH]c1=O)C(C)=O	6	0	-14	-3	6	0	-7	-18
COc1ccc(-c2cc(C(=O)N(C)Cc3nc4ccccc4c(=O)[nH]3)c3ccccc3n2)cc1OC	1	23	-8	3	0	3	-16	-5
CCOc1ccc(N(CC(=O)Nc2ccccc2F)S(=O)(=O)c2c(C)[nH]c(=O)[nH]c2=O)cc1	4	-11	-7	-1	11	-16	-5	-22
O=C(NCc1ccco1)c1cc(-c2ccc3c(c2)OCO3)on1	-7	11	-5	-1	-54	7	10	23
O=C(CCCOc1ccc(Br)cc1)Nc1nnc(C2CC2)s1	-4	-12	-7	0	-2	-5	4	4
COc1ccc(S(=O)(=O)NCC(=O)Nc2cccc(C)c2C)cc1OC	-3	10	8	-1	-3	5	-5	-7
CC(OC(=O)Cn1cnc2c1c(=O)n(C)c(=O)n2C)C(=O)NC(C)c1ccc(Cl)cc1Cl (centres undefined)	15	6	-3	0	-6	1	4	-8
CC1OC2(OC1C)C(=O)Nc1ccccc12 (centres undefined)	-10	-2	-19	11	-2	-9	-10	3
CCOc1ccc(N(CC(=O)NCc2ccccc2)S(=O)(=O)c2ccc(C)cc2)cc1	4	5	0	-3	-3	6	17	23
O=C(CN1C(=O)NC2(CCCCC2)C1=O)Nc1ccccc1Cl	-6	10	-9	-5	-19	7	-8	4
CC1Cc2ccccc2N1C(=O)CSc1nnnn1C1CCCC1 (centres undefined)	-5	6	4	1	-21	4	8	-1
The results go on:
SMILES	CCR6 antagonist	UBC13 inh	EBI2 antag	APJ agonist	Gli-Sufu block	CXCR6 inh	ATG4B inhibitor	APJ antag
CCCCn1c(CCNC(=O)c2ccco2)nc2ccccc21	0	0	-15	0	15	-4	-7	13
Cc1ccccc1C(=O)Nc1nnc(CC(=O)N/N=C/c2cn(Cc3ccccc3)c3ccccc23)s1	7	-7	15	-4	-1	-1	6	-1
O=C(O)c1ccc(CSc2nnnn2C2CCCCC2)cc1	-5	-4	-15	-2	6	3	1	6
COCCOc1cc(NC(=O)c2cccc(OC)c2)c(Cl)cc1Cl	3	10	3	1	8	1	-1	3
CCc1ccc(OCC(=O)O/N=C(\N)c2ccncc2)c(Br)c1	9	-6	15	6	-118	-19	-3	-6
CC(C)(C)c1cn(-c2ccc(Cl)cc2)c(=S)[nH]1	-5	-3	-4	0	2	-2	-6	-6
CCc1c(C)sc(NC(=O)C2CCCO2)c1C#N (centres undefined)	9	8	0	-2	-13	-4	-10	-13
COc1cc2nc(NCC3CCCO3)n3nc(-c4cccnc4)nc3c2cc1OC (centres undefined)	5	10	0	-1	11	1	-16	-13
O=C(CSc1nc2ccccc2c(=O)n1CCCN1CCOCC1)Nc1ccc(Br)cc1	14	0	6	-4	-1	3	-5	3
COc1ccccc1NC(=O)CN1CCN(C2c3ccccc3-c3ccccc32)CC1	-7	4	16	0	0	5	-3	18
OCCCN1CCN(CCCOc2ccccc2-c2ccccc2)CC1	2	3	-17	0	36	-4	-2	4
O=C(Nc1cccc(NC(=O)c2ccc(Cl)cc2)n1)c1ccc(Cl)cc1	-3	5	6	-1	-11	-1	9	16
C/C(=N\NC(=O)Cn1ccc(C(F)(F)F)n1)c1ccc2c(c1)OCO2	-3	-10	-7	-2	-1	-2	7	-14
O=C(CCCN1C(=O)c2cccc3cccc(c23)C1=O)N1CCc2ccccc2C1	-5	10	-7	-2	9	7	7	1
Cc1ccc(C(C(=O)NC2CCCC2)N(C(=O)CCC(=O)Nc2cc(C)on2)c2ccccc2)cc1 (centres undefined)	5	-1	1	-3	-4	8	0	-11
CCCCCCCCCOC(=O)C1N2C(=O)[C@@H](NC(=O)COc3ccccc3)[C@H]2SC1(C)C (some centres undefined)	15	-20	20	1	-8	6	-11	4
O=C(O)c1cc(N2C(=O)C=CC2=O)cc(N2C(=O)C=CC2=O)c1	5	nt	-10	nt	11	1	0	nt
Fc1ccc(SCCc2ccncc2)cc1	1&13	6&8	10&1	-2&-1	-14&-10	7&-10	-3&-2	-13&-2

Screening results (PubChem BioAssay)
